Assay outcomes deposited in PubChem BioAssay by several laboratories.
N-glyco inh = N-linked glycosylation inhibition; hit rate 0.23% among 360,000; AID 588692; D54 ERlucT glycosylation luciferase reporter, 24 h; percent of 100 nM tunicamycin response; reporter increase, % at 12.5 µM;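 active means mean luciferase reporter signal, scaled so untreated is 0 and the glycosylation-blocking control 100, at or above a set limit in every replicate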;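 further: luciferase carries N-glycosylation sites so blocking glycosylation raises the light; 0% = median of neutral control wells and 100% = median of 100 nM tunicamycin wells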
MC4R antagonist = antagonists of human melanocortin 4 receptor (MC4R); P32245; MC4R-expressing cells, MTII-stimulated cAMP, LANCE TR-FRET; inhibition, % at 6.5 µM; hit rate 0.48% among 360,000; AID 540295;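 active means inhibition above its plate's cutoff, the mean of tested wells on that plate plus 3 SD, cut at about 29% in these data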;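 further: 0% = Melanotan II alone and 100% = Melanotan II plus saturating MCL0020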
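Test system: U2OS cells stably expressing human melanocortin 4 receptor (MC4R); also added: Melanotan II challenge; compound: 6.5 µM single dose; timing: 30-min compound preincubation, 1-h Melanotan II challenge, 1-h detection, room temperature; signal: Eu-cAMP/anti-cAMP TR-FRET, emission 671 nm; repeats: one well per compound, no replicates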
PDI turbidity = blocks human protein disulfide isomerase activity. P07237. PDI insulin aggregation turbidity, A650, 90 min. inhibition, % at 10 µM. hit rate 0.052% among 350,000;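 active means mean inhibition across replicates of 30% or more, whatever share of single replicates reach that level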;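 further: absorbance from insulin aggregation driven by PDI reduction with DTT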
Cardio protect = myocardial damage modulation in H9c2 cells | H9c2 cardiomyocytes, H2O2 injury protection, ATPLite, 2 h | protection from H2O2 cell death, % at 20 µM | hit rate 0.63% among 360,000;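 active means compounds giving at least 50% protection of heart cells from peroxide-induced death in the single-dose screen, raw or plate-pattern-corrected value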;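 further: 0% = DMSO wells with peroxide and 100% = DMSO wells without peroxide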
ABCB6 inh MLPCN = human ABCB6 transporter inhibition; hit rate 0.19% among 360,000; fluorescence ratio to DMSO, % at 10 µM; K562-ABCB6 porphyrin accumulation, flow cytometry, 1 h; hits give low values; AID 602162; Q9NP58;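 active means fluorescence ratio to DMSO below 75%, the collection mean minus 3 SD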;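 further: signal is porphyrin accumulated inside mitochondria; 100% equals median channel fluorescence of DMSO control wells; lower ratio means ABCB6 inhibition with less porphyrin fluorescence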
Target sequence (Q9NP58 whole entry, looked up): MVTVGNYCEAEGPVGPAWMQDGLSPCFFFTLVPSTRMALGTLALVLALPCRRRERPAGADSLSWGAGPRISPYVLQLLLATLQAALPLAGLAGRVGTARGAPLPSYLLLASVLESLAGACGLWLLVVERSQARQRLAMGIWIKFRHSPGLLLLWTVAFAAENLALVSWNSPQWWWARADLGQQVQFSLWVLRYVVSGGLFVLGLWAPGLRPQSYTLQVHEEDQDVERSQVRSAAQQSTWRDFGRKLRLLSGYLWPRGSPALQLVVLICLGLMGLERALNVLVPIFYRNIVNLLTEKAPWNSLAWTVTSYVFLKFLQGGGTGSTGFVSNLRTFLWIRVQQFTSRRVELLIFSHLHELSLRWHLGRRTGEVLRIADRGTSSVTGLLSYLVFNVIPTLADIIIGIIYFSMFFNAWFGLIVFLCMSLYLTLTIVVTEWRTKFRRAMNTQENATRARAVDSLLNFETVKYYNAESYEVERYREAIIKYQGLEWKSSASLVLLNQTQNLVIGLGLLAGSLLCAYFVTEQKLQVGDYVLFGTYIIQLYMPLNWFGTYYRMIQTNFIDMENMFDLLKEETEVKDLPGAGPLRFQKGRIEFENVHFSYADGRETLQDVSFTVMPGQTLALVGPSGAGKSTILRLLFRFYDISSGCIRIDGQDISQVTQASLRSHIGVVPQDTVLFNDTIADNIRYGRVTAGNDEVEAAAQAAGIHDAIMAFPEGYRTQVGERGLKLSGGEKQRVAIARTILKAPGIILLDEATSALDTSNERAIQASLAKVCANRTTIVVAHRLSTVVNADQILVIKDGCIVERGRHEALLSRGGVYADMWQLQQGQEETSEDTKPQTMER
ABHD5 PLIN5 PPI = blocks binding of human ABHD5 to perilipin-5. Q00G26+Q8WTS1. Split G. princeps luciferase complementation, luminescence, 4 h. inhibition, % at 4 µM. hit rate 0.78% among 360,000;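 active means inhibition above the mean inhibition across every tested compound plus 3 SD, cut at about 22% in these data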;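 further: 0% = DMSO only wells and the 100% control is not disclosed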
MC4R ag barr = agonists of human melanocortin 4 receptor (MC4R) beta-arrestin | hit rate 0.98% among 360,000 | U2OS MC4R beta-arrestin complementation, luminescence; percent of melanotan II response, DMSO zero | activation, % at 8.9 µM | P32245;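 active means activation above a per-plate cutoff, the mean activation of sample wells on that plate plus 3 SD, cut at about 8% in these data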
HTR2A ag = activates the mouse 5-HT2A serotonin receptor | P35363 | CHO-K1 mHTR2A beta-arrestin complementation, luminescence; percent of 30 µM serotonin response | activation, % at 7.6 µM | hit rate 0.66% among 360,000 | AID 624169;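 active means activation above a run cutoff, the mean activation of all tested compounds plus 3 SD, cut at about 14% in these data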;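 further: 0% = plate median of compound wells and 100% = 30 µM serotonin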
Exocytosis inh = blocks lytic granule exocytosis. TALL-104 LAMP-1 surface exposure, flow cytometry; cells stimulated with thapsigargin and PMA. inhibition, % at 10 µM. hit rate 0.66% among 360,000. AID 651702;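 active means inhibition above about 55%, limit read from the data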
CaV13 ICDI inh = Disruptors of the CACNA1D IQ motif to Ca2+-dependent inactivation inhibitor domain association, primary screening, Förster resonance energy transfer in intact living … | HEK cells, CFP/YFP FRET ICDI-IQ, plate reader, 10 min; percent FRET-ratio fall versus neutral wells | inhibition, % at 12.3 µM | hit rate 0.098% among 340,000 | AID 743397;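 active means mean replicate inhibition of at least 30% and at least 1% of replicates passing that level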;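 further: 0% = median of the neutral control wells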
The depositor's hits bear a star; . = not tested or not shown.

SMILES	N-glyco inh	MC4R antagonist	PDI turbidity	Cardio protect	ABCB6 inh MLPCN	ABHD5 PLIN5 PPI	MC4R ag barr	HTR2A ag	Exocytosis inh	CaV13 ICDI inh
CCOC(=O)C1=NN(N=O)C2(CC(=O)N(c3cc(C)cc(C)c3)C2=O)C1 (centres undefined)	1.9	19.5	2.2	22.0	99.0	0.5	-1.2	2.2	-3.0	-5.9
Cc1ccc(S(=O)(=O)N2CCCCC2)cc1NC(=O)CSCC(=O)O	-0.8	-6.6	-0.6	4.7	95.0	1.1	0.0	2.5	-2.2	-2.5
C#CC(C)(CC)NC(=O)c1cc(OC)c(OC)c(OC)c1 (centres undefined)	3.0	3.5	-2.9	-11.5	103.0	1.9	-1.1	5.0	-0.9	.
Cc1nc2ccc(NC(=O)c3cnc(Cl)c(Cl)c3)cc2s1	0.0	14.6	-1.1	-2.2	96.0	7.3	-2.1	8.5	-1.8	-2.1
COC(=O)C1CN(C(=O)C(C)Oc2ccc(C(C)C)cc2)c2ccccc2O1 (centres undefined)	0.5	17.0	5.4	-4.5	94.0	0.4	3.3	3.8	8.1	-14.3
COc1cccc(NC(=O)CC(=O)c2ccc([N+](=O)[O-])cc2)c1	3.1	0.0	-1.4	3.5	87.0	12.2	-2.4	5.0	9.3	-3.6
Cc1nn(CC(=O)c2ccc(Cl)cc2Cl)c(C)[n+]1N	0.1	0.1	-2.2	7.8	87.0	-0.8	-1.8	0.2	-4.1	-2.8
O=C(NCc1ccccc1)C1C2C=CC3(CN(Cc4cccnc4)C(=O)C13)O2 (centres undefined)	0.6	13.4	2.8	-1.4	106.0	-4.8	-1.2	2.1	-1.6	-3.3
O=C(NCCc1ccccc1)c1ccc(=O)[nH]c1	-0.2	3.8	-10.3	12.4	99.0	3.7	-0.3	-4.1	-1.9	-5.2
Cc1ccc(SCCNC(=O)c2ccc(C)c(S(=O)(=O)Nc3ccccc3C)c2)cc1	-6.1	18.1	-5.8	-7.2	99.0	-8.4	1.4	-6.2	6.7	-9.1
CCCCn1c(N)c(N(CCOC)C(=O)c2ccc3c(c2)C(=O)N(c2ccccc2C)C3=O)c(=O)[nH]c1=O	0.2	8.7	7.7	2.7	98.0	-4.4	-2.3	-0.6	-8.0	-2.2
CCOC(=O)c1ccc(N2CCOCC2)c(NS(=O)(=O)c2ccc(F)cc2)c1	1.8	0.6	4.1	-0.9	101.0	-4.5	-2.5	7.9	-4.6	-1.8
CC(=O)n1c2ccccc2c2nc(NC(C)C)sc21	1.5	17.9	-2.8	-5.4	91.0	-28.7	-2.9	2.2	-0.1	-4.2
OC(COCc1ccccc1)CN1CCN(c2ccccc2)CC1 (centres undefined)	-0.5	-0.2	2.9	-1.1	111.0	3.7	0.3	6.2	3.3	-4.8
CN(C(=O)CN1C(=O)NC(C)(CCc2ccccc2)C1=O)c1ccccc1 (centres undefined)	1.8	-0.6	10.1	-5.2	93.0	-3.5	-1.9	-1.9	6.0	-6.4
COCC(=O)Nc1nc2ccccc2s1	1.1	4.9	8.7	-2.5	92.0	0.8	-1.5	4.8	6.7	-4.6
O=C(CNC(=O)c1ccc(S(=O)(=O)N2CCCC2)cc1)N/N=C/c1c(Cl)cccc1Cl	-3.8	5.4	1.8	-2.2	98.0	0.1	-0.2	-2.5	-5.1	-3.7
COc1ccc(/C([O-])=C(/C(=S)Nc2ccc(C)c(C)c2)n2c[n+](C)c3ccccc32)cc1OC	-3.5	8.3	-0.3	-2.9	106.0	-9.3	0.5	-1.9	-0.7	4.7
COC(=O)c1cccc(NC(=O)c2cnn(C)c2)c1	2.5	-5.1	-5.9	-2.2	100.0	0.7	-1.8	0.4	-3.8	-4.5
COc1ccc(N2CCN(S(=O)(=O)c3cc4c(cc3C)NC(=O)CO4)CC2)cc1	1.5	13.0	.	2.0	106.0	-3.4	3.9	3.8	-7.5	-5.7
C[C@H](CO)N1C[C@H](C)[C@@H](CN(C)S(=O)(=O)c2cccs2)Oc2ccc(NC(=O)Cc3ccccc3)cc2C1=O	2.3	0.5	6.6	14.3	98.0	-5.1	-1.0	5.9	7.4	-11.8
Cc1ccc(NC(=O)c2cccnc2)cc1C	-0.2	2.8	20.1	-2.6	97.0	3.0	-0.2	2.4	-6.6	-19.4
COc1ccccc1Nc1nc(N)nc(CSC(=S)N2CCOCC2)n1	-1.3	-1.8	3.9	3.0	83.0	-0.1	-0.7	0.0	-1.1	0.7
O=C1CN(C(=O)NCC(=O)N[C@H](C(=O)O)c2ccccc2)c2ccccc2N1	0.6	1.6	1.7	0.7	97.0	-3.3	-2.2	-1.6	-1.3	-11.2
CN1/C(=C\C(=O)Nc2ccc(Cl)cc2)C(C)(C)c2ccccc21	-1.8	9.8	13.8	-8.9	114.0	-21.0	-1.1	-5.0	4.6	-11.8
CC1Sc2ccc(S(=O)(=O)CCC(=O)N3CCCC3)cc2NC1=O (centres undefined)	2.8	11.9	-4.3	3.3	96.0	-7.5	-2.3	-1.4	-3.3	-4.5
C1CCN(CCCNC2C3CC4CC(C3)CC2C4)C1 (centres undefined)	1.5	10.7	1.0	1.8	95.0	0.6	0.0	-2.3	0.9	-3.7
Cc1ccc(NS(=O)(=O)c2ccc(OCC(=O)NCc3ccncc3)cc2)cc1	-3.6	10.8	28.9	2.0	106.0	7.3	-0.9	0.0	-0.5	-15.6
CCOC(=O)[C@]12CCCC=C1N(Cc1ccc(Cl)cc1Cl)C(=O)[C@H](CC(=O)N1CCN(C(=O)c3ccco3)CC1)C2	.	.	.	.	97.0	-5.9	.	-1.2	-3.6	-1.5
O=C(CCc1nnc(CCC2CCCCC2)o1)NCCc1cccnc1	-1.4	0.0	11.8	-6.8	99.0	1.1	0.6	-0.8	-0.3	-4.0
COc1ccc(Cl)cc1NC(=O)c1nnn(CC(=O)Nc2ccc3c(c2)OCO3)c1N	-1.0	2.0	-6.8	-6.3	94.0	0.2	1.2	2.5	-1.0	-17.4
Cc1nc(N)sc1C(=O)N1N=N1	1.0	7.5	0.0	2.5	98.0	0.4	-0.5	8.2	10.4	-5.4
Cc1ccc(-n2nc(C)c(C(=O)O)n2)c(C)c1	1.7	7.2	3.5	7.1	105.0	-10.2	-0.7	2.1	-4.9	-5.7
COc1cccc(NC(=O)COC(=O)Cc2ccccc2[N+](=O)[O-])c1	0.3	-0.8	-0.1	-2.1	96.0	4.0	-2.3	-7.4	-0.8	2.4
O=C(Nc1nc(-c2ccc3c(c2)OCO3)cs1)C1CC1	-0.3	9.2	-2.9	-10.3	98.0	3.2	-0.5	-0.6	-1.7	-6.1
CCOC(=O)/C(=N\Nc1ccc(Br)cc1)N1CC(C)OC(C)C1 (centres undefined)	-3.5	21.4	-2.3	0.4	102.0	-5.8	4.8	-2.8	2.0	.
Nc1nc(SCn2nnc3ccccc3c2=O)n[nH]1	1.2	0.2	5.1	0.9	83.0	4.9	-2.8	-0.1	0.2	1.7
Cc1ccc(OC(=O)c2ccccc2C(=O)OCC(F)(F)C(F)F)cc1	2.8	-0.7	-0.6	-14.6	104.0	1.6	1.4	-7.8	-3.1	.
CCOC(=O)Cn1c(=N)n(CCOc2cccc(C)c2)c2ccccc21	-0.6	4.2	2.5	-3.0	93.0	12.2	-0.8	-6.7	1.0	-3.3
CCOC(=O)N1CCN(c2ncnc3c2oc2nc(C(C)C)c4c(c23)CCC4)CC1	2.2	2.1	-41.7	37.2	92.0	-0.6	-1.4	-3.5	-0.3	-3.2
C=CC(=O)NCCCc1cc(C(C)(C)C)c(O)c(C(C)(C)C)c1	-8.2	1.4	3.3	-2.6	92.0	3.8	0.3	0.8	0.0	-17.0
Cc1cccc(OC(=O)CCN2C(=O)C3C4C=CC(C5CC45)C3C2=O)c1C (centres undefined)	1.5	7.5	3.8	-3.4	104.0	1.7	-1.1	-5.7	-1.7	-5.3
CC(OC(=O)c1cc(=O)[nH]c2ccccc12)C(=O)Nc1ccc(Cl)cn1 (centres undefined)	-0.4	-18.2	-14.9	-5.8	97.0	12.6	-3.0	-0.9	-1.7	-7.1
CCOC(=O)[C@H]1[C@H]2COc3ccc(Br)cc3[C@@H]2N2C(=O)CN(CC3CCCO3)C(=O)[C@@]12C (some centres undefined)	-0.8	0.1	8.4	1.8	98.0	-4.4	-0.4	-5.5	-2.6	-10.8
COc1cc(OC)nc(C(NC(=O)C2CCN(Cc3ccc(Oc4ccccc4)cc3)CC2)c2ccccc2C)n1 (centres undefined)	-5.9	11.8	-1.2	-5.5	92.0	3.1	-1.5	0.6	14.0	-5.0
NC(=O)Nc1ccc(C(=O)OCC(=O)Nc2cccc(S(=O)(=O)NC3=NCCCCC3)c2)cc1	1.9	-3.3	-1.9	1.5	103.0	12.2	1.3	5.7	-1.8	-2.4
Cn1c(-n2c(-c3ccco3)nc3ccccc3c2=O)nc2ccccc21	7.3	5.5	6.6	-16.7	100.0	2.2	-1.3	2.6	-1.0	.
COCCCN1C(=O)c2ccc(C(=O)Nc3ccccc3Cl)cc2C1=O	0.6	16.0	0.1	-4.8	97.0	5.9	0.0	-0.6	-2.9	-19.9
CCCCCCOC(=O)C1=C(C)NC(=O)NC1c1ccc(O)cc1 (centres undefined)	1.7	18.0	-2.0	-18.3	98.0	-1.1	1.2	4.9	-0.4	.
Cc1ccc(C)c(S(=O)(=O)N2CCC3(CC2)OCCO3)c1	2.6	16.9	-3.3	-1.1	104.0	2.1	3.9	-7.0	4.8	.
Cc1ccc(C2=[N+]([O-])C3(CCCCC/C3=N\O)N(O)C2(C)C)o1 (centres undefined)	0.6	-3.4	-5.3	0.3	96.0	-3.2	0.2	-0.1	0.4	.
COc1cc(C(=O)NCC(=O)N/N=C(C)\C=C\c2ccccc2)cc(OC)c1OC	4.0	9.8	-0.2	4.6	105.0	-1.8	1.5	-1.7	3.3	-4.5
N#Cc1ccccc1S(=O)(=O)N1CCN(C(=O)C2CC(=O)N(c3ccc4c(c3)OCCO4)C2)CC1 (centres undefined)	1.4	1.5	-1.5	-2.2	104.0	-16.5	-0.4	4.9	-4.0	-2.5
COc1cc2sc(-c3ccccc3OC)c(-c3ccc(OCCN4CCCCC4)cc3)c2cc1OC	0.0	5.6	-39.8	-21.7	90.0	18.2	0.0	-10.7	-5.9	-4.5

Rows were taken by chance, and some 4.2% of all compounds hit somewhere here.
